From PubChem BioAssay
PRMT1 inh: PRMT1 (human) inhibition, primary screen; recombinant PRMT1, activity-based probe fluorescence polarization; Q99873; inhibition, % at 2.79 µM; hit rate 1.3% among 370,000;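 active = inhibition above about 21% made by adding two undisclosed values, limit read from the data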
Target sequence (Q99873 whole entry, looked up): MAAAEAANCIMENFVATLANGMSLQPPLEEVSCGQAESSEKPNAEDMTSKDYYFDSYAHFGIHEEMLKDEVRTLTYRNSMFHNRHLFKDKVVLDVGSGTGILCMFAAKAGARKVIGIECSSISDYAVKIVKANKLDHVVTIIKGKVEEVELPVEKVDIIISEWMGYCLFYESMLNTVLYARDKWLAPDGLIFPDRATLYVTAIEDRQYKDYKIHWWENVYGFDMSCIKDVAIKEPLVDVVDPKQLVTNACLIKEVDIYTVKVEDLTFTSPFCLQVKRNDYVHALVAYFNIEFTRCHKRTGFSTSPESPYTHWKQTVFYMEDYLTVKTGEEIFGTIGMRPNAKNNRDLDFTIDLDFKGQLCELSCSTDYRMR
MBD2 DNA inh: MBD2-methylated oligo binding inhibition. hit rate 0.31% among 370,000. inhibition, % at 4.4 µM. TR-FRET, MBD2 binding to methylated oligonucleotide. Q9UBB5. AID 686964; in the data active = inhibition above about 13%
Target sequence (Q9UBB5 whole entry, looked up): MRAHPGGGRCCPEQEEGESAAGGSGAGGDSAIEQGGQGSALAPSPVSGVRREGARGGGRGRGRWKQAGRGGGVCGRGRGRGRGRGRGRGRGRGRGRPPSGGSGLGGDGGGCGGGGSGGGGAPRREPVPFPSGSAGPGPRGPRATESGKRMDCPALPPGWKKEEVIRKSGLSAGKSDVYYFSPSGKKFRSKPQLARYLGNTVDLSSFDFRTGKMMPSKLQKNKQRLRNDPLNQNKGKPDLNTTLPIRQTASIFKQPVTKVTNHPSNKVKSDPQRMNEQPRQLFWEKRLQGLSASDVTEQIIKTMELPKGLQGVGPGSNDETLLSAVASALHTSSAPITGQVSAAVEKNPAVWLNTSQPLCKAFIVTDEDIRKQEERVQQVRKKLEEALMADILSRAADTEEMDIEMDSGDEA
TCR-CD3 inh: inhibitors of human TCR-CD3 interaction | TAMRA-labeled TCR probe fluorescence, biochemical | inhibition, % at 9.4 µM | hit rate 0.37% among 360,000 | AID 651800; in the data active = inhibition above about 19%;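 note: recombinant mutant TCR 2C K166C tagged with TAMRA read by polarization; 0% = receptor in buffer alone and 100% = receptor with positive control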
NPR2 activator: GC-B (human) receptor activation; P20594; activation, % at 10 µM; hit rate 0.11% among 370,000; AID 1920062; HEK293-GC-B cells, CNP EC30, cGMP TR-FRET; 0% at EC30 CNP, 100% saturating CNP;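 active = activation at 10 µM reaching about 35% in either raw or pattern-adjusted values, limit read from the data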
ABHD4 inh: inhibitors of mouse ABHD4 | inhibition, % at 8.92 µM | Q8VD66 | purified mABHD4, FP-Rh probe fluorescence polarization | hit rate 0.54% among 370,000;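 active = inhibition exceeding the mean over every tested compound plus 3 SD, cut at about 30% in these data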;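 note: 0% = plate median of compound wells and 100% = S159A mutant with DMSO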
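Assay system: Wild-type mouse ABHD4 protein | Medium: HEPES pH 7.0 buffer, 150 mM NaCl, 0.01% Pluronic F-127 | Incubation: Enzyme–compound pre-incubation 45 min, then probe 60 min, both 25 °C | Technique: Fluorescence polarization with parallel and perpendicular emission, 525/598 nm | Evaluation: % inhibition of FP-Rh probe binding versus controls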
SIAE inh: inhibitors of human sialic acid acetylesterase SIAE. Q9HAT2. SIAE FP-Rh probe binding, fluorescence polarization. inhibition, % at 9.66 µM. hit rate 0.69% among 370,000;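 active = inhibition above a cutoff: mean of compounds within the control limits plus 3 SD of those, cut at about 17% in these data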;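 note: 0% = plate median of compound wells and 100% = probe without SIAE protein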
TDP2 inh: blocks human TDP2 phosphodiesterase activity; AID 720702; recombinant TDP2, T5PNP hydrolysis, p-nitrophenol absorbance 415 nm; hit rate 0.34% among 370,000; O95551; inhibition, % at 12.8 µM;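 active = inhibition above the mean of all tested compounds plus 3 SD, set per campaign, cut at about 25% in these data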;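 note: 0% = DMSO with enzyme and 100% = buffer with substrate but no TDP2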
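Test system: human TDP2 enzyme; Input: 120 nM TDP2 per well; Buffer or medium: Mg2+-containing Tris-HCl buffer, pH 7.5; Reagent: 5 mM T5PNP; Dosing: 12.8 µM single point, 1% DMSO; Incubation: reaction 2 h, 37 °C; Detection: p-Nitrophenol epi absorbance; Read-out: % inhibition relative to enzyme-containing and enzyme-free wells; Replicates: single well per compound.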
rCAG RNA binder: r(CAG) repeat RNA binding. TO-PRO-1 dye displacement fluorescence. inhibition, % at 3 µM. hit rate 1.3% among 370,000. AID 651821;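 active = inhibition above the plate cutoff, the mean of all test compounds on that plate plus 3 SD, cut at about 35% in these data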;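 note: 0% = DMSO alone and 100% = 100 µM mitoxantrone as full dye displacement; higher means more dye released from RNA so lower well fluorescence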
LEDGF integ inh: blocks HIV-1 LEDGF/p75-dependent DNA integration. TR-FRET IN-LEDGF/p75 DNA integration, Eu/Cy5. inhibition, % at 3.7 µM. hit rate 0.64% among 370,000;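 active = inhibition above the screen-wide mean plus 3 SD, cut at about 13% in these data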;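 note: signal is the Cy5 over europium emission ratio at 671 and 618 nm; 0% = plate median of compound wells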
HTRA1 inhibitor: blocks human HTRA1 serine peptidase. Q92743. recombinant HTRA1, FP-rhodamine activity-based probe, fluorescence polarization. inhibition, % at 5.96 µM. hit rate 0.5% among 340,000; in the data active = inhibition above about 36%;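 note: 0% = enzyme with DMSO and 100% = wells lacking enzyme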
An asterisk follows results filed as active; · = no result given. Only part of the results is shown. The share of hits here may be higher or lower than overall.

SMILES	PRMT1 inh	MBD2 DNA inh	TCR-CD3 inh	NPR2 activator	ABHD4 inh	SIAE inh	TDP2 inh	rCAG RNA binder	LEDGF integ inh	HTRA1 inhibitor
Cc1ccc(-n2c(SCC(=O)c3ccc4c(c3)OCO4)nc3ccccc3c2=O)cc1	-5	-1	·	3	-4	1	4	9	3	·
Cc1cccc(NC(=O)[C@@H](NC(=O)[C@@H]2Cc3ccccc3CN2)C(C)C)c1	-2	-2	2	-1	1	4	-2	-3	5	-6
COc1cccc(-c2nc(CS(=O)CC(=O)NC(C)CCc3ccccc3)c(C)o2)c1 (centres undefined)	7	2	-6	-5	-6	0	14	-4	-1	-8
CCN(CC)CCNC(=O)C1c2cc(OC)c(OC)cc2C(=O)N(C)C1c1cccs1 (centres undefined)	5	42*	-6	-5	-14	-9	-12	-7	-3	-1
CC1(c2ccc(OC(F)F)cc2)NC(=O)N(CC(=O)Nc2ccc3[nH]c(=O)[nH]c3c2)C1=O (centres undefined)	5	3	-4	0	2	-4	4	6	-2	2
COc1ccc(N2Cc3cccc(C(=O)N4CCOCC4)c3C2=O)cc1	0	-3	2	-2	6	1	0	-1	0	0
Cc1cccc(C(=O)Nc2nc3ncccn3c2-c2ccc(F)cc2)c1	-8	-2	·	-3	3	7	3	-1	5	·
CCOC(=O)N1CCN(C(=O)CSc2nc3c(cnn3-c3ccc(Cl)cc3)c(=O)[nH]2)CC1	-2	-9	2	-2	2	0	1	6	-1	-5
COc1cccc(CNC(=O)C2CCN(c3nc(OC)nc(OC)n3)CC2)c1	-6	-6	·	1	-5	9	-9	2	4	·
COc1ccc(-c2cc(-c3nnc(SCC(=O)Nc4cccc5ccccc45)n3N)[nH]n2)cc1	2	4	·	-13	1	2	5	11	-4	·
N#CC1=C(N)Oc2cc(N)ccc2C1C1CCCCC1 (centres undefined)	0	1	-1	0	19	6	7	11	4	5
CC(=O)NS(=O)(=O)c1ccc(NC(=O)CCC2CCCC2)cc1	-1	6	-2	1	9	2	1	-1	2	-1
COCCNC(=O)c1ccccc1NC(=O)c1ccc(Cl)c(S(=O)(=O)Nc2ccc(C)cc2C)c1	-3	-4	4	3	-38	-23	-8	8	0	-76
O=C1Nc2ccccc2-n2nnnc2C1N1CCN(c2cccc(C(F)(F)F)n2)CC1 (centres undefined)	1	-1	-1	-3	-2	-7	-5	4	-3	·
CSCC[C@H](NC(=O)Nc1ccc(Oc2ccccc2)cc1)C(=O)O	12	8	-10	1	-10	-2	-18	11	-2	1
CC(=O)Nc1ccc(NC(=O)c2cc(C)nn2-c2ccccc2)cc1	-4	-3	12	6	3	8	-4	3	-2	7
O=C(Nc1cc(=O)c2ccccc2o1)N1CCCCC1	-2	0	7	6	16	2	-11	-2	-1	-3
COc1cccc(C(=O)Nc2cc(C(=O)NCc3ccc(C)cc3)ccc2N2CCC3(CC2)CC(c2cccc(Br)c2)=NO3)c1	-1	-5	6	7	-3	-1	-2	3	-1	-35
COc1ccccc1CNc1nc2nc(C)c(C)c(=O)n2[nH]1	-1	1	-1	3	3	0	11	1	-1	-7
CCOc1cccc(CNCCNC(=O)c2nonc2N)c1	3	4	-1	-3	-5	-1	2	-2	4	2
COc1ccc2nc(SCc3ccccc3)nc(C)c2c1	2	-2	-7	-2	-8	-2	-6	-1	-2	-35
O=[N+]([O-])c1ccc(OCc2nnc(-c3ccccc3)o2)cc1	1	-3	12	-2	3	-2	1	-2	3	-5
Cc1nn(Cc2noc(C(=O)NCCc3ccccn3)n2)c(C)c1Br	-4	-4	-4	2	4	-2	-12	-4	-3	1
CCOC(=O)CNC(=O)CSc1nnc(-c2cccs2)o1	1	3	·	3	1	5	-10	1	-4	·
CC(C)Nc1nc(NC(N)=S)nc(NC(C)(C)C)n1	0	-2	2	2	-3	-4	6	0	0	0

Not a retest: entries from further up.
SMILES	PRMT1 inh	MBD2 DNA inh	TCR-CD3 inh	NPR2 activator	ABHD4 inh	SIAE inh	TDP2 inh	rCAG RNA binder	LEDGF integ inh	HTRA1 inhibitor
CCOC(=O)CNC(=O)CSc1nnc(-c2cccs2)o1	1	3	·	3	1	5	-10	1	-4	·
CC(C)Nc1nc(NC(N)=S)nc(NC(C)(C)C)n1	0	-2	2	2	-3	-4	6	0	0	0

Next results follow:
SMILES	PRMT1 inh	MBD2 DNA inh	TCR-CD3 inh	NPR2 activator	ABHD4 inh	SIAE inh	TDP2 inh	rCAG RNA binder	LEDGF integ inh	HTRA1 inhibitor
C=CCN(CC(=O)NC1CCS(=O)(=O)C1)S(=O)(=O)c1ccccc1C(F)(F)F (centres undefined)	0	-6	0	-2	-8	1	-15	0	1	2
Cc1ccccc1OCCCCc1c(C)n[nH]c1C	-1	2	2	-1	-1	6	14	-6	9	-11
O=c1/c(=C\c2ccc(F)cc2)sc2n1CCCN=2	-1	-7	4	-9	3	0	-2	3	1	-1
COc1ccccc1C1CC(c2ccc(Br)cc2)=NN1C(=O)c1cccnc1 (centres undefined)	-2	-4	-1	-10	-38	-2	-9	2	10	-30
Cn1c(=O)c2c(nc(NCc3ccc4c(c3)OCO4)n2Cc2ccc(F)cc2)n(C)c1=O	1	3	-2	11	2	7	-7	3	-2	-11
O=C(c1ccc(F)cc1)C1CCN(C(=O)c2ccccc2F)CC1	6	-3	-5	3	0	-8	-1	-5	1	3
COc1ccc(Cl)cc1NC(=S)N(Cc1cccnc1)Cc1ccco1	-1	-3	6	-10	1	-2	-14	1	1	-10
Cc1ccc(CNc2ccc(O)cc2)cc1	16	-8	27*	-4	68*	48*	21	12	20*	60*
O=C(CCn1c(=O)c2cccn2c2ccccc21)Nc1ccc(F)cc1	-1	-5	1	-13	6	-2	7	4	1	-27
COc1ccccc1-c1coc2cc(OCC(=O)OCc3ccccc3)ccc2c1=O	-5	-2	11	8	7	1	-9	1	-2	-15
CCCOC(=O)C1=C(C)NC2=C(C(=O)CCC2)C1c1cc(OC)ccc1OC (centres undefined)	-2	-1	2	-22	2	3	10	-2	0	-4
COCc1nnc(NC(=O)CC(c2ccccc2)c2ccccc2)s1	1	1	5	3	0	-2	3	1	-1	1
Cc1ccc(S(=O)(=O)N2CCN(C(=O)c3ccco3)CC2)c(C)c1	-2	2	0	-5	-4	2	15	0	-2	4
O=C(N/N=C/c1ccncc1)c1nn(Cc2ccccc2)c(=O)c2ccccc12	7	6	-9	3	-4	-16	-12	2	4	-7
COC(=O)CSc1nnc(-c2ccc(S(=O)(=O)N3CCCCC3)cc2)o1	0	6	-1	-7	7	-2	1	-4	-4	0
CCN(CC)S(=O)(=O)c1ccc(N2CCOCC2)c(NC(=O)c2cc(Cl)c3c(c2)OCO3)c1	3	1	-2	13	12	-1	4	9	-2	-16
Cc1nc2ccc(S(=O)(=O)NCC(=O)N(C)Cc3ccccc3Cl)cc2s1	1	4	·	-9	-2	4	5	0	-1	·
Cc1cccc(OCc2nc(C#N)c(NCCN(C)C)o2)c1	0	-1	14	2	-1	-2	-8	2	6	2
COc1ccc(/C=C2\SC(=S)N(CC3CCCO3)C2=O)cc1 (centres undefined)	-5	-2	-1	5	5	-3	-5	1	5	-16
Nc1[nH]c(C(=O)c2ccccc2)c(-c2ccc(Cl)cc2Cl)c1C(=O)c1cccs1	2	-6	·	2	0	-3	-6	·	2	·
CC1CC(=O)Nc2ccccc2N1C(=O)CSc1nnnn1C(C)C (centres undefined)	-1	0	7	1	9	8	16	1	2	5
CC(Oc1ccc2ccc(=O)oc2c1)C(=O)NC1CCN(Cc2ccccc2)CC1 (centres undefined)	-3	-4	-4	2	-8	10	-12	-3	4	2
CC1C=CCC2C(=O)N(c3cccc(C(=O)NCCc4ccccc4)c3)C(=O)C12 (centres undefined)	7	4	1	0	21	10	-9	4	-3	4
CCN(Cc1nc(-c2ccc(C)cc2)no1)C(=O)c1ccco1	0	1	1	-3	1	-3	7	-3	2	0
Cc1cccc(NC(=O)CCC(=O)OCc2ccc(Br)cc2)c1	5	6	-5	2	6	2	12	-1	-2	9

One compound at a time (already shown). Order of values: PRMT1 inh	MBD2 DNA inh	TCR-CD3 inh	NPR2 activator	ABHD4 inh	SIAE inh	TDP2 inh	rCAG RNA binder	LEDGF integ inh	HTRA1 inhibitor
`O=C(CCn1c(=O)c2cccn2c2ccccc21)Nc1ccc(F)cc1` is listed as -1	-5	1	-13	6	-2	7	4	1	-27
`CC1CC(=O)Nc2ccccc2N1C(=O)CSc1nnnn1C(C)C` (centres undefined) is listed as -1	0	7	1	9	8	16	1	2	5
`COC(=O)CSc1nnc(-c2ccc(S(=O)(=O)N3CCCCC3)cc2)o1` is listed as 0	6	-1	-7	7	-2	1	-4	-4	0
`CC1C=CCC2C(=O)N(c3cccc(C(=O)NCCc4ccccc4)c3)C(=O)C12` (centres undefined) is listed as 7	4	1	0	21	10	-9	4	-3	4
`Nc1[nH]c(C(=O)c2ccccc2)c(-c2ccc(Cl)cc2Cl)c1C(=O)c1cccs1` is listed as 2	-6	·	2	0	-3	-6	·	2	·

Going on with the list:
SMILES	PRMT1 inh	MBD2 DNA inh	TCR-CD3 inh	NPR2 activator	ABHD4 inh	SIAE inh	TDP2 inh	rCAG RNA binder	LEDGF integ inh	HTRA1 inhibitor
Cc1ccc(Nc2c(-c3ccco3)nc3ccccn23)cc1	18	6	0	10	2	-4	-7	3	3	10
CCOC(=O)c1c(N)sn(-c2ccccc2C)c1=S	6	3	3	2	-6	3	12	0	0	-18
CCn1c(C)cc(/C=C2/SC(=O)N(C(C)C(=O)OC)C2=O)c1C (centres undefined)	3	3	-2	0	6	-1	-10	0	-8	-2
Cc1ccc(-c2nnc(SCC(=O)Nc3ccc4c(c3)oc3ccccc34)n2C)c(Cl)c1	-1	-4	7	-7	-2	2	8	1	2	-4
O=C(NCc1ccncc1)C(=O)N/N=C/c1ccccc1OCc1ccccc1	-3	2	9	7	0	-4	-4	-6	3	5
Nc1nonc1-c1noc(N2CCCCC2)n1	-2	5	11	2	-2	0	1	-1	-1	-7
